Screening results as filed in PubChem BioAssay.
LYP inh 2: blocks human PTPN22 phosphatase activity; Q9Y2R2; recombinant LYP catalytic domain, DiFMUP fluorescence; inhibition, % at 2 µM; 96,000 compounds, 0.21% hits; AID 640;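 active means inhibition at 2 µM at or above a set limit, the screen mean plus 3 SD, cut at about 24% in these data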;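 further: 0% = DMSO with enzyme and 100% = enzyme fully blocked by orthovanadate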
EphB4 antag: EphB4-ephrin-B2 interaction antagonism; P54760; EphB4 LBD / TNYL-RAW-Alexa532 peptide, fluorescence polarization; inhibition, % at 7 µM; 97,000 compounds, 0.15% hits; AID 720;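 active means inhibition above the screen-wide mean inhibition plus 3 SD, cut at about 15% in these data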;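 further: 0% = DMSO wells and 100% = excess unlabeled TNYL-RAW peptide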
S1P2 ag: agonists of human S1P2 receptor. 97,000 compounds, 0.46% hits. S1P2-expressing cell line, agonist reporter read-out. AID 729. O95136. activation, % at 4.5 µM; in the data active means activation above about 16%;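 further: 0% = vehicle low control and 100% = maximal reference agonist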
S1P2 blocker: blocks the human S1P2 receptor; cell-based S1P2 antagonist assay, inhibition at 5 uM; AID 736; inhibition, % at 5 µM; O95136; 97,000 compounds, 0.21% hits; in the data active means inhibition above about 45%;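 further: CRE beta-lactamase reporter cells expressing human S1P2 stimulated with S1P; 0% = agonist at EC80 alone and 100% = agonist plus reference antagonist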
PostGolgi yeast: growth inhibition of a yeast mutant, post-Golgi transport screen. 98,000 compounds, 0.9% hits. AID 739. inhibition, % at 10 µM. post-Golgi transport phenotypic cell assay;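 further: yeast cells grown in 1536-well plates; yeast grown about 18 h at 30C before absorbance read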
Rev-RRE block: inhibitors of HIV-1 Rev-RRE RNA interaction; inhibition, % at 8 µM; P05866; Rev peptide-RRE RNA binding, FRET; AID 704; 97,000 compounds, 0.79% hits;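 active means inhibition above the screen-wide mean plus 3 SD, cut at about 35% in these data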;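 further: 0% = median DMSO wells and 100% = median Neomycin B control wells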
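Test system – labelled RRE RNA duplex and labelled Rev peptide · Signal – fluorescein-to-Cy5 FRET, 480 nm excitation · Evaluation – % inhibition of FRET ratio versus controls · Benchmarks – DMSO low control, neomycin B high control · Incubation – 5 min RNA-compound premix plus 15 min binding step, 25 °C · Medium – HEPES pH 7.5 salt buffer with EDTA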
PostGolgi ctrl: yeast control strain growth, post-Golgi counter-screen; efflux-deficient yeast background strain, growth absorbance A615, 16 h; inhibition, % at 10 µM; 98,000 compounds, 5% hits
FAK inh: FAK (human) kinase inhibition; biochemical FAK kinase activity assay; inhibition, %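 (tested at 7 µM)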; AID 727; Q05397; 97,000 compounds, 0.84% hits; in the data active means inhibition above about 19%;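 further: 0% = DMSO and 100% = reference compound high control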
Target sequence (Q05397 whole entry, looked up): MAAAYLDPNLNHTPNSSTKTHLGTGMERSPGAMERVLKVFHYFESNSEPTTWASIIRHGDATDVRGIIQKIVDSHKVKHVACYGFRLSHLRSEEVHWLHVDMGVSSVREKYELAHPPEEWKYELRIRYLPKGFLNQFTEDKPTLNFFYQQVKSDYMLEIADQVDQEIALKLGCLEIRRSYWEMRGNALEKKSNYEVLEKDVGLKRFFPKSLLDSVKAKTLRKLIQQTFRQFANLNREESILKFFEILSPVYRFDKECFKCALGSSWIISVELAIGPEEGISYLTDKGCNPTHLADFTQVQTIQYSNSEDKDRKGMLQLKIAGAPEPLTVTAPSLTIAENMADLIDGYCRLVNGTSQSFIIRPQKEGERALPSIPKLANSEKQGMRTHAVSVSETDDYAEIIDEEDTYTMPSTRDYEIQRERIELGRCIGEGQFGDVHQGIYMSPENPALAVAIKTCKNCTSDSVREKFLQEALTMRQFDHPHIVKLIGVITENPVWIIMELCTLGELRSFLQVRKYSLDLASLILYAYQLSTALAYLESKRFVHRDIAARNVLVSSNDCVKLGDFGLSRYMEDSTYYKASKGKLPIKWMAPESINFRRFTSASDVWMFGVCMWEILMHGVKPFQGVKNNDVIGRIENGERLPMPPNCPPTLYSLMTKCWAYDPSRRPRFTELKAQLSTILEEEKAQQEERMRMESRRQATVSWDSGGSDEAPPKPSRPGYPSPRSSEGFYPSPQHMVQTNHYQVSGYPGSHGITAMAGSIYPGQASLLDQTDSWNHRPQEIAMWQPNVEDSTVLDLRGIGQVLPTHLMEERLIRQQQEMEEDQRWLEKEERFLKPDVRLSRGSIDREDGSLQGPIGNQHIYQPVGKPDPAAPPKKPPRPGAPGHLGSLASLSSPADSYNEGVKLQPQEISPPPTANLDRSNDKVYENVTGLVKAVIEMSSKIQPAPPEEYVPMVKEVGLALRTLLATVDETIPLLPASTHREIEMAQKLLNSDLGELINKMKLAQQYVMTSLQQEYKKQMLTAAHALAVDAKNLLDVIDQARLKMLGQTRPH
PTPN22 act: LYP (human) phosphatase activation; AID 697; Q9Y2R2; activation, % at 2 µM; 96,000 compounds, 0.11% hits; recombinant LYP, DiFMUP fluorescence; 0 = plate median, 100 = signal doubled;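 active means activation at 2 µM above a set limit, the mean plus 5 SD, cut at about 37% in these data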
* marks the source's active call; other numbers are inactive results; / = no result given. Unless noted, no stated cut-off is given here; in the data, active means inhibition above about 30%; inactive means the rest. Not a hit list; any-hit rate near 7%.

1) CCOC(=O)CSc1nc(N)c2c3c(sc2n1)CCCC3
2) COc1ccc(N2C(=O)C3CCCN3C2c2ccc(Cl)cc2)cc1 (stereo not drawn)
3) OC(COCCC12CC3CC(CC(C3)C1)C2)CN1CCCCC1 (stereo not drawn)
4) CCn1c(SCC(=O)c2cccs2)nnc1-c1cccs1
5) CCOC(=O)c1ccc(N2C(=O)CC(Sc3nnc(C)s3)C2=O)cc1 (stereo not drawn)
6) Cc1ccc(C(=O)c2coc3ccc(O)c(Cl)c23)cc1
7) COc1ccccc1N1CCN(C(=O)CCNS(=O)(=O)c2ccc(Br)s2)CC1
8) COc1ccc(CCNC(=O)c2ccc(CNS(=O)(=O)c3cc(C)ccc3C)cc2)cc1OC
screen / no.,1,2,3,4,5,6,7,8
LYP inh 2,-17,2,4,-1,-4,-2,-12,0
EphB4 antag,-4,-9,3,-5,-9,4,2,-1
S1P2 ag,1,-7,-3,1,-8,-8,-7,-5
S1P2 blocker,-16,6,2,3,-23,-5,6,-14
PostGolgi yeast,-8,11,-4,14,4,0,10,0
Rev-RRE block,16,1,-2,2,2,0,7,7
PostGolgi ctrl,12,5,25,-1,-1,18,14,-4
FAK inh,1,-6,0,3,-8,2,-1,-1
PTPN22 act,18,-5,-2,0,2,6,8,0

9) COc1ccc(S(=O)(=O)NC(CC(=O)NCC2CCCO2)c2ccco2)cc1 (stereo not drawn)
10) O=C(COC(=O)CCc1nc2ccccc2s1)Nc1cccc(S(=O)(=O)N2CCOCC2)c1
11) N#CCCN1CCN(C(CNS(=O)(=O)c2ccc(Cl)cc2)c2ccccc2)CC1 (stereo not drawn)
12) Cc1nn(CCC(=O)NNC(=S)Nc2ccc(Cl)cc2)c(C)c1[N+](=O)[O-]
13) COc1ccccc1NC(=S)NNC(=O)c1cc(C)nn1C
14) Cc1cc(C)n(C(=O)c2c([N+](=O)[O-])c(C)nn2C)n1
15) COCn1c(-c2ccc(OC)cc2)nc2ccccc21
16) CCOC(=O)CN1CC23C=CC(O2)C(C(=O)Nc2ccc(C(C)=O)cc2)C3C1=O (stereo not drawn)
screen / no.,9,10,11,12,13,14,15,16
LYP inh 2,-3,-11,-8,-27,-2,-4,-11,2
EphB4 antag,0,1,2,-2,-1,5,-5,3
S1P2 ag,-7,0,-8,-1,0,3,3,-8
S1P2 blocker,18,-7,8,-11,-18,-6,-9,8
PostGolgi yeast,5,-3,14,/,10,/,/,-2
Rev-RRE block,3,2,5,0,0,3,5,7
PostGolgi ctrl,5,-2,6,/,7,/,/,14
FAK inh,0,1,-6,-3,0,0,2,1
PTPN22 act,2,10,5,26,4,1,10,-3

17) COc1ccc(-n2nc3c(c2NC(=O)C2CCCC2)CS(=O)C3)cc1 (stereo not drawn)
18) Cc1ccc(C(=O)NNC(=O)C2CCN(Cc3ccc(Cl)c(Cl)c3)CC2)cc1
19) CC(C)OC(=O)CC12CN(C)CC(CC(=O)OC(C)C)(CN(C)C1)C2=O
20) Cc1c(NC(=O)CSc2nnc3sc4ccccc4n23)c(=O)n(-c2ccccc2)n1C
21) CC(Oc1ccc(Cl)cc1Cl)C(=O)NCCCN1CCOCC1 (stereo not drawn)
22) O=C(CC(C(=O)N1CCc2ccccc21)n1ccnc1)NCC1CCCO1 (stereo not drawn)
23) CCn1c(SCC(=O)Nc2ccc(OC)c(OC)c2)nnc1-c1c[nH]c2ccccc12
24) CCOC(=O)C1CCN(C(=O)c2sc3nc(C)nc(N4CCC(C)CC4)c3c2C)CC1
screen / no.,17,18,19,20,21,22,23,24
LYP inh 2,0,12,-6,10,/,-8,5,0
EphB4 antag,0,-3,-6,3,1,2,5,3
S1P2 ag,-4,-6,-3,-5,-3,-7,-3,-5
S1P2 blocker,-3,21,11,22,3,11,17,-4
PostGolgi yeast,-5,3,0,6,8,9,-7,/
Rev-RRE block,7,4,-1,7,6,10,6,1
PostGolgi ctrl,4,14,0,2,22,-1,7,/
FAK inh,-1,-2,2,-4,-1,-2,3,-10
PTPN22 act,-1,-8,7,-7,/,6,-7,-3

25) CCOC(=O)N1CCN(C(=O)CS(=O)(=O)c2cn(Cc3ccccc3C)c3ccccc23)CC1
26) CCCNC(=O)CC1C(=O)N(Cc2ccccc2)C(C)c2nc3ccccc3n21 (stereo not drawn)
27) O=C1CCC(C(=O)Nc2ccc(OC(F)F)cc2)N1 (stereo not drawn)
28) Cc1cc(C)n2c3c(c(C#N)c2n1)CC(C)(C)OC3
29) CCCCNCc1cc(OC)c(OCC(N)=O)cc1Br
30) CCOc1ccccc1NC(=O)CC1NCCNC1=O (stereo not drawn)
31) O=S(=O)(c1ccccc1)c1nc(-c2ccco2)oc1NCCCN1CCOCC1
32) O=S(=O)(/N=C(/c1ccccc1Cl)N1CCOCC1)c1ccccc1
screen / no.,25,26,27,28,29,30,31,32
LYP inh 2,7,-4,-16,0,1,4,-8,-1
EphB4 antag,4,1,7,0,5,-7,8,-2
S1P2 ag,0,-4,-8,-11,-9,-1,-5,-7
S1P2 blocker,7,1,5,-11,19,4,20,11
PostGolgi yeast,0,-4,4,4,/,5,-2,0
Rev-RRE block,8,3,5,0,0,7,3,8
PostGolgi ctrl,11,-1,-1,-4,/,15,7,2
FAK inh,0,-2,-6,4,-1,-1,1,-2
PTPN22 act,-7,5,13,-2,-1,-6,6,3

33) O=C(CN1CCN(C2CCCCC2)CC1)NCCC1=CCCCC1
34) COc1ccc(Cc2nnn(CC(=O)O)n2)cc1
35) CCCC(=O)Nc1nc(-c2ccc(OC)cc2)cs1
36) CCOC(=O)c1[nH]c2ccccc2c1NC(=O)c1ccco1
37) O=C(/C=C/c1ccc2ccccc2c1)c1ccoc1
38) COc1cc(-c2nnc(-c3cccnc3)o2)cc(OC)c1OC
39) CN(C(=O)c1cccc(C#N)c1)c1nnc(-c2ccncc2)s1
40) CCCn1c(C)cc(=O)c2cc(NC(=O)c3cnccn3)ccc21
screen / no.,33,34,35,36,37,38,39,40
LYP inh 2,-2,-2,0,-3,1,6,-3,0
EphB4 antag,6,-3,12,6,0,6,7,4
S1P2 ag,-3,-4,-7,-4,-3,-5,-7,-2
S1P2 blocker,5,12,10,18,16,-10,19,20
PostGolgi yeast,-3,-9,-3,2,9,-4,2,2
Rev-RRE block,-5,10,11,3,3,3,8,8
PostGolgi ctrl,9,15,20,10,17,-3,-4,7
FAK inh,-5,0,-16,1,2,-2,6,10
PTPN22 act,2,-1,1,6,2,-5,0,-3

41) O=C(c1ccccc1)N1CCN(C(=O)c2ccccc2)CC1
42) CCOc1ccccc1NC(=O)c1nc[nH]c1C(=O)Nc1ccccc1OCC
43) Cc1ccc2c(C(=O)CN3CCOCC3)c(C)[nH]c2c1
44) CCOC(=O)NC(=O)/C(C#N)=N/Nc1c(F)cccc1F
45) COC(=O)C(C)n1cnc2c(nnn2Cc2ccc(Cl)cc2)c1=O (stereo not drawn)
46) Cc1cc(C(=O)Cn2nnc3ccccc3c2=O)c(C)n1Cc1cccs1
47) COCC(C)n1c(SCC(=O)NC(=O)Nc2ccc3c(c2)OCCO3)nc2ccccc2c1=O (stereo not drawn)
48) COc1cc(Cl)ccc1NC(=O)COc1ccccc1C(=O)N1CCN(c2ccc(O)cc2)CC1
screen / no.,41,42,43,44,45,46,47,48
LYP inh 2,1,2,-10,8,-4,8,6,-5
EphB4 antag,8,-1,-10,-4,-4,-11,4,4
S1P2 ag,-4,-10,-11,2,-6,0,-5,-7
S1P2 blocker,8,5,8,-21,8,-5,3,4
PostGolgi yeast,/,0,5,0,8,-4,-3,-4
Rev-RRE block,7,11,-3,-1,4,1,11,5
PostGolgi ctrl,/,0,10,7,2,7,16,12
FAK inh,1,-6,-2,-2,0,-1,3,-9
PTPN22 act,-2,-3,10,-6,4,-8,-7,6

49) Cc1occc1C(=O)NCc1ccc(C(=O)O)o1
50) COc1cccc(NC(=O)Nc2ccc3nsnc3c2)c1
51) O=c1oc2cc(OCc3ccc(C(F)(F)F)cc3)ccc2cc1-c1ccccn1
52) CCOC(=O)C1CCN(C(=O)c2ccc3snnc3c2)CC1
screen / no.,49,50,51,52
LYP inh 2,-1,/,2,-6
EphB4 antag,-1,-1,-1,-7
S1P2 ag,0,-1,-2,0
S1P2 blocker,2,16,13,-11
PostGolgi yeast,21,14,-4,/
Rev-RRE block,11,-2,11,2
PostGolgi ctrl,5,4,-5,/
FAK inh,-2,9,-1,-5
PTPN22 act,2,/,-2,5

Rewritten as labelled records: 3 of the compounds above.
[51] O=c1oc2cc(OCc3ccc(C(F)(F)F)cc3)ccc2cc1-c1ccccn1
  LYP inh 2: 2; EphB4 antag: -1; S1P2 ag: -2; S1P2 blocker: 13; PostGolgi yeast: -4; Rev-RRE block: 11; PostGolgi ctrl: -5; FAK inh: -1; PTPN22 act: -2

[52] CCOC(=O)C1CCN(C(=O)c2ccc3snnc3c2)CC1
  LYP inh 2: -6; EphB4 antag: -7; S1P2 ag: 0; S1P2 blocker: -11; PostGolgi yeast: /; Rev-RRE block: 2; PostGolgi ctrl: /; FAK inh: -5; PTPN22 act: 5

[49] Cc1occc1C(=O)NCc1ccc(C(=O)O)o1
  LYP inh 2: -1; EphB4 antag: -1; S1P2 ag: 0; S1P2 blocker: 2; PostGolgi yeast: 21; Rev-RRE block: 11; PostGolgi ctrl: 5; FAK inh: -2; PTPN22 act: 2

Screen by screen, as entered above.
LYP inh 2, compounds 33 to 42: -2, -2, 0, -3, 1, 6, -3, 0, 1, 2
FAK inh, compounds 33 to 42: -5, 0, -16, 1, 2, -2, 6, 10, 1, -6
PostGolgi ctrl, compounds 33 to 42: 9, 15, 20, 10, 17, -3, -4, 7, /, 0

Rewritten as labelled records: entries from further up
23: CCn1c(SCC(=O)Nc2ccc(OC)c(OC)c2)nnc1-c1c[nH]c2ccccc12
  LYP inh 2: 5; EphB4 antag: 5; S1P2 ag: -3; S1P2 blocker: 17; PostGolgi yeast: -7; Rev-RRE block: 6; PostGolgi ctrl: 7; FAK inh: 3; PTPN22 act: -7
4: CCn1c(SCC(=O)c2cccs2)nnc1-c1cccs1
  LYP inh 2: -1; EphB4 antag: -5; S1P2 ag: 1; S1P2 blocker: 3; PostGolgi yeast: 14; Rev-RRE block: 2; PostGolgi ctrl: -1; FAK inh: 3; PTPN22 act: 0
25: CCOC(=O)N1CCN(C(=O)CS(=O)(=O)c2cn(Cc3ccccc3C)c3ccccc23)CC1
  LYP inh 2: 7; EphB4 antag: 4; S1P2 ag: 0; S1P2 blocker: 7; PostGolgi yeast: 0; Rev-RRE block: 8; PostGolgi ctrl: 11; FAK inh: 0; PTPN22 act: -7
45: COC(=O)C(C)n1cnc2c(nnn2Cc2ccc(Cl)cc2)c1=O (stereo not drawn)
  LYP inh 2: -4; EphB4 antag: -4; S1P2 ag: -6; S1P2 blocker: 8; PostGolgi yeast: 8; Rev-RRE block: 4; PostGolgi ctrl: 2; FAK inh: 0; PTPN22 act: 4
